# Compound activity from PubChem.
# MC4R ag barr: MC4R agonists recruiting beta-arrestin, primary screen, cell-based, luminescence, agonist arm of biased-ligand search; activation, % at 8.9 µM; 360,000 compounds, 0.98% hits; U2OS MC4R beta-arrestin complementation; percent of melanotan II response, DMSO zero;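 active = activation above a per-plate cutoff, the mean activation of sample wells on that plate plus 3 SD, cut at about 8% in these data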
# TLR9-MyD88 inh: inhibitors of TLR9-MyD88 association in cells, primary screen, cell-based, CHO, BLA complementation, fluorescence; Toll-like receptor 9 (Homo sapiens) + Myeloid differentiation primary response protein …; CCF4 FRET ratio; inhibition, % at 4.98 µM; 340,000 compounds, 0.21% hits; AID 504734, 2011;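 active = inhibition above the mean over all tested compounds plus 3 SD, cut at about 21% in these data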;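 note: 0% = DMSO only wells and 100% = clavulanate BLA inhibitor control wells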
# Target sequence (Q99836 whole entry, looked up): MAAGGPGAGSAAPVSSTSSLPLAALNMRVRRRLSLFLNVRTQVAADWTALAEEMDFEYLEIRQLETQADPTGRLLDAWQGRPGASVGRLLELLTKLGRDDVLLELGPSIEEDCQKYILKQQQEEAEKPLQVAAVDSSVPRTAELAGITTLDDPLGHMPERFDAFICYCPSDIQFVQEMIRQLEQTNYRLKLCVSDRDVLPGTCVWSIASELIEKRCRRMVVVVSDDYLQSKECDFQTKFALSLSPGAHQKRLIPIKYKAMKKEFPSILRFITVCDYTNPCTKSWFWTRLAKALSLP
# Target sequence (Q9NR96 whole entry, looked up): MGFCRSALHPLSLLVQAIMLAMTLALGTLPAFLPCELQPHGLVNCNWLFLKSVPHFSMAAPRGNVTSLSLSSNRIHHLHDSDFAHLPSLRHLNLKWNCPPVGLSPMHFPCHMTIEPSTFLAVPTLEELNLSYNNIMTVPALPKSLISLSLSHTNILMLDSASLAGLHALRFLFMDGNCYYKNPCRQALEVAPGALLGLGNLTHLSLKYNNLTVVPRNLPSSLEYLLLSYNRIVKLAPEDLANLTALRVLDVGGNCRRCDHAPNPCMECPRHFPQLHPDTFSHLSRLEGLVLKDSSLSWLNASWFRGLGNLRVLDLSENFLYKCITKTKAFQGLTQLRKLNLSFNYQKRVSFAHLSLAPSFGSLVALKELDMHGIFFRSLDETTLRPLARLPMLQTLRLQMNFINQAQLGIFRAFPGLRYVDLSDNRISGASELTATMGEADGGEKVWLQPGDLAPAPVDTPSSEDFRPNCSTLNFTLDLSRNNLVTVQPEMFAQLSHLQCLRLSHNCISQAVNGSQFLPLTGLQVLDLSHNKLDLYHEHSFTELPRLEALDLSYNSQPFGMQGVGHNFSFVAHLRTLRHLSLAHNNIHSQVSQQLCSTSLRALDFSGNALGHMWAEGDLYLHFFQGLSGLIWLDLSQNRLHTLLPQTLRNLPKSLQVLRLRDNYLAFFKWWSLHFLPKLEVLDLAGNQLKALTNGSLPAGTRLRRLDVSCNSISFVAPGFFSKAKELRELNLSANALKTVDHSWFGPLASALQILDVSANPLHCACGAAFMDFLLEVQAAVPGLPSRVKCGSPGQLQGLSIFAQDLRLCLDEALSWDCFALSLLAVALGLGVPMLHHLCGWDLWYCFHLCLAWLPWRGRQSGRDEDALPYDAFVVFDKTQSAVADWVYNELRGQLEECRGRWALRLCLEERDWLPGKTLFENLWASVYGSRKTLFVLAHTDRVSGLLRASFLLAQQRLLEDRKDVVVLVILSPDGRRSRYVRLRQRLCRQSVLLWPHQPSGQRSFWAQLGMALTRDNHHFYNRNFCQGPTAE
# ABHD5-PLIN5 inh: ABHD5-PLIN5 interaction inhibitors, primary screen, cell lysate, split luciferase complementation, luminescence. AID 602281, 2012. Split G. princeps luciferase complementation, 4 h. 360,000 compounds, 0.78% hits. Perilipin-5 (Homo sapiens) + 1-acylglycerol-3-phosphate O-acyltransferase ABHD5 (Homo …. inhibition, % at 4 µM;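 active = inhibition above the mean inhibition across every tested compound plus 3 SD, cut at about 22% in these data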;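 note: 0% = DMSO only wells and the 100% control is not disclosed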
# Exocytosis inh: LAMP-1 surface exposure blockers, TALL-104 cells – cell-based, flow cytometry, MLPCN library, primary screen; 360,000 compounds, 0.66% hits; TALL-104 LAMP-1 surface exposure; cells stimulated with thapsigargin and PMA; inhibition, % at 10 µM;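 active = inhibition above about 55%, limit read from the data; inconclusive = no clear call, values can overlap the other calls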
# Glyco luc inh: increase of ERlucT glycosylation luciferase signal, primary screen, N-linked glycosylation inhibitor project, D54 ERlucT cells, luminescence, set 2; reporter increase, % at 12.5 µM; D54 ERlucT glycosylation luciferase reporter, 24 h; percent of 100 nM tunicamycin response; 360,000 compounds, 0.23% hits;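 active = mean luciferase reporter signal, scaled so untreated is 0 and the glycosylation-blocking control 100, at or above a set limit in every replicate; inconclusive = mean reaches the limit but not every replicate does; inactive = mean below the limit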;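 note: luciferase carries N-glycosylation sites so blocking glycosylation raises the light; 0% = median of neutral control wells and 100% = median of 100 nM tunicamycin wells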
# MC4R antag cAMP: MC4R antagonists of cAMP signaling, primary screen, cell-based, TR-FRET, antagonist arm of biased-ligand search | inhibition, % at 6.5 µM | Melanocortin receptor 4 (Homo sapiens), P32245 | 360,000 compounds, 0.48% hits | MC4R-expressing cells, MTII-stimulated cAMP, LANCE TR-FRET | AID 540295, 2011;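 active = inhibition above its plate's cutoff, the mean of tested wells on that plate plus 3 SD, cut at about 29% in these data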;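 note: 0% = Melanotan II alone and 100% = Melanotan II plus saturating MCL0020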
#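 Material: U2OS-MC4R stable cell line | Reagent: Melanotan II challenge after compound preincubation | Doses: One concentration, 6.5 µM nominal | Incubation: 30-min compound preincubation, 1-h Melanotan II challenge, 1-h detection, room temperature | Signal: TR-FRET cAMP assay | Replicates: One well per compound, no replicates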
# ABCB6 inh MLPCN: ABCB6 transporter inhibitors, primary screen, K562-ABCB6 cells, flow cytometry, MLPCN library; K562-ABCB6 porphyrin accumulation, 1 h; stronger effect = lower value; fluorescence ratio to DMSO, % at 10 µM; AID 602162, 2011; 360,000 compounds, 0.19% hits; ATP-binding cassette sub-family B member 6 (Homo sapiens), Q9NP58;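 active = fluorescence ratio to DMSO below 75%, the collection mean minus 3 SD; inconclusive = too few cells collected in the well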;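 note: signal is porphyrin accumulated inside mitochondria; 100% equals median channel fluorescence of DMSO control wells; lower ratio means ABCB6 inhibition with less porphyrin fluorescence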
# Vif inh: HIV Vif self-association inhibitors, primary screen, imaging, HEK293T, single point | inhibition, % at 7.49 µM | 340,000 compounds, 0.35% hits | HEK293T cells, Vif self-association by quenched fluorescence, 24 h | AID 602346, 2012; in the data active = inhibition above about 50%, passing the limit was not always enough; inconclusive = no clear call, values can overlap the other calls; inactive = below about 31%; note: some results filed as inactive read as strong as hits
# NOD2 RIPK2 PPI: NOD2-RIPK2 binding disruptors in cells, primary screen, fluorescence, CHO cells, BLA complementation; inhibition, % at 4.98 µM; Receptor-interacting serine/threonine-protein kinase 2 (Homo sapiens), O43353; CCF4 ratio; 360,000 compounds, 0.38% hits; in the data active = inhibition above about 21%;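 note: 0% = vehicle only and 100% = reference blocker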
# aDG glyco act: activators of alpha-DG glycosylation, primary screen, uHTS, Pro5-aDG cells, AlphaScreen; alpha-DG glycosylation AlphaScreen (IIH6); 0% Pro5, 100% B10-LARGE cell signal; activation, % at 10 µM; 360,000 compounds, 0.22% hits; AID 624168, 2012;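 active = activation of at least 8% versus controls, or a plate z-score of at least 8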;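 note: Pro5 are CHO cells carrying HIG-tagged alpha-DG that lacks glycosylation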
# Starred values were filed as active, the others as inactive; u = inconclusive; x = not tested or not shown.
SMILES,MC4R ag barr,TLR9-MyD88 inh,ABHD5-PLIN5 inh,Exocytosis inh,Glyco luc inh,MC4R antag cAMP,ABCB6 inh MLPCN,Vif inh,NOD2 RIPK2 PPI,aDG glyco act
COc1ccc(C(=O)CN2C(=O)NC3(CCCCC3)C2=O)cc1OC,-0.5,2.2,-0.7,-1.7,2.4,8.3,100.0,-1.0,3.1,-0.4
COC(=O)c1cc(NC(=O)CC2Oc3ccccc3NC2=O)cc(C(=O)OC)c1 (stereo unspecified),-3.0,4.0,-5.3,-2.1,0.1,2.3,96.0,-0.3,1.6,0.0
Cc1ccccc1-c1nc(CS(=O)(=O)CC(=O)N2CCc3ccccc32)c(C)o1,-0.3,-6.5,-1.7,-0.1,1.0,6.7,96.0,-2.8,-1.5,0.3
CC(C)C(NC(=O)c1ccc(Cl)cc1Cl)C(=O)N1CCC1 (stereo unspecified),-0.8,-0.3,11.1,-5.5,1.4,6.2,102.0,-0.4,-0.3,0.1
CC(C)C(=O)N1CCN(c2ccccc2N)CC1,0.0,-0.6,-3.4,3.0,3.8,6.5,87.0,-3.3,4.3,0.2
CCCn1c(-c2cccc(F)c2)nc2c1c(=O)[nH]c(=O)n2Cc1ccccc1,-0.4,3.9,-2.8,-2.6,-0.8,6.4,97.0,2.0,-1.4,0.4
CCOC(=O)Cc1csc(NC(=O)c2cccc(Cl)c2)n1,-0.5,x,-1.7,-3.4,-1.9,-0.7,99.0,-0.8,-4.0,0.5
CCOc1ccc(NC(C)=O)cc1[N+](=O)[O-],-1.6,14.8,-0.7,-1.0,0.8,2.4,96.0,-2.4,0.4,-0.4
COc1ccc(OC)c(-n2nnnc2SCC(=O)Nc2ccccc2OC)c1,-0.2,7.3,4.7,5.7,-1.4,3.4,99.0,-0.1,1.9,0.1
O=C(COc1ccccc1[N+](=O)[O-])Nc1cccc(S(=O)(=O)NC2=NCCCCC2)c1,-2.5,-0.2,13.9,-4.3,0.0,-4.8,94.0,-2.2,1.0,-0.1
Cn1ncc([N+](=O)[O-])c1C(=O)Nc1cccc2ccccc12,0.5,-3.1,4.4,-4.4,-1.5,2.7,93.0,22.8,-7.2,-0.1
O=c1cc(Cl)nc2ccccn12,-2.8,2.1,-2.8,8.3,1.7,5.2,100.0,3.6,-14.6,-0.2
O=C(C(=Cc1ccccc1)CN1CCCCC1)c1ccccc1,-1.4,-1.6,46.7*,4.5,-20.0,19.0,103.0,30.3,11.9,-0.4
Cc1[nH]n(-c2ccccc2)c(=O)c1N=Nc1ccccc1O,-0.2,6.1,-9.2,-3.0,-15.4,-2.4,105.0,1.0,4.7,0.4
CCOC(=O)C1CCN(C(=O)c2cc3c(C)cc(C)cc3[nH]2)CC1,1.1,2.8,-3.0,5.7,-0.6,16.3,99.0,-1.2,-1.7,0.0
CSc1ccc(NC(=O)C2(C)CCN2C(=O)c2cc(C)n(C)n2)cc1 (stereo unspecified),-2.7,x,-8.1,-4.9,0.4,15.1,104.0,1.4,-1.8,-0.3
Nc1nn(-c2cccc(F)n2)cc1-c1ccc(Cl)cc1,-1.5,-2.0,-4.4,-2.9,-14.3,5.0,92.0,9.9,-9.6,-0.3
COc1ccccc1NC(=O)Cc1noc(CSc2cc(C)c3ccccc3n2)n1,-0.2,0.5,-0.3,-0.3,-2.5,1.5,100.0,-9.7,5.3,0.1
Cc1noc(C)c1S(=O)(=O)N1CCC(C(=O)Nc2ccccn2)CC1,-2.7,4.6,4.5,-2.3,3.3,-5.8,92.0,11.2,-3.0,0.1
COc1ccc(CNC(=O)Cn2cc(C(F)(F)F)ccc2=O)cc1,-1.4,-6.3,-4.7,2.7,1.3,-1.4,104.0,16.6,-16.3,0.1
COc1ccc(O)c(C(c2c(C)[nH][nH]c2=O)c2c(C)[nH][nH]c2=O)c1,-1.4,8.9,-35.9,2.1,14.7,4.3,102.0,-2.3,9.3,-0.2
Cc1ccc(C)c(NC(=O)CCc2nnc3ccc(NCc4ccco4)nn23)c1,-1.9,11.7,10.4,0.5,0.5,2.1,99.0,-2.2,7.4,0.1
CCC(C)(C)C1CCC2(CC1)NC(=O)N(CC(=O)N1CCN(c3ccccc3OC)CC1)C2=O (stereo unspecified),-0.2,-2.4,5.3,-2.5,1.1,6.6,97.0,x,-6.7,0.3
Cc1sc2nc(CSCC(=O)Nc3ccc(Cl)cc3F)[nH]c(=O)c2c1C,-0.3,4.8,-13.4,-4.3,2.2,2.7,107.0,-1.5,-3.9,0.1
CCCCN(C)C(=O)Cn1nc(Cc2ccncc2)c2ccccc2c1=O,0.2,-17.2,-6.9,-3.7,0.6,10.9,97.0,-0.5,-4.1,0.0
SMILES,MC4R ag barr,TLR9-MyD88 inh,ABHD5-PLIN5 inh,Exocytosis inh,Glyco luc inh,MC4R antag cAMP,ABCB6 inh MLPCN,Vif inh,NOD2 RIPK2 PPI,aDG glyco act
CCc1ccccc1NC(=O)CSc1nc2n[nH]c(C)c2c(=N)n1-c1cccc(OC)c1,0.3,-6.5,2.4,1.3,8.9,8.6,94.0,u,5.2,0.1
C=CCn1c(=S)[nH]c2sc3c(c2c1=O)CCC3,-1.9,6.0,1.1,0.4,3.5,14.3,102.0,-0.6,-3.1,-0.1
CC(Sc1ccccc1)C(=O)N1CCN(S(=O)(=O)c2ccccc2C(F)(F)F)CC1 (stereo unspecified),-2.5,-9.6,-6.7,12.9,1.3,2.7,101.0,-4.6,-2.7,-0.2
CCOC(=O)c1c(C)[nH]c(C)c1S(=O)(=O)NCC1CCN(Cc2cccc(Cl)c2)CC1,-2.9,12.3,1.6,-0.5,-1.8,-0.8,91.0,12.4,-4.4,-0.2
Cn1cc(S(=O)(=O)NC2CCCC2)c(=O)n(C)c1=O,-1.6,-5.8,-0.2,0.9,0.5,-1.9,92.0,1.0,3.8,-0.1
CC1CCCC(C)N1S(=O)(=O)c1ccc(NC(=O)CCn2cnc3ccccc3c2=O)cc1 (stereo unspecified),1.0,-2.8,-0.2,-0.5,-2.7,5.6,95.0,x,6.2,-0.1
CCCCOCCCNC(=O)C[C@@H]1C[C@@]2(C(=O)OCC)CCC=C2N(Cc2ccc(Cl)cc2Cl)C1=O,x,x,14.9,16.2,x,x,99.0,x,-10.1,0.3
COc1cc(CNCc2ccccn2)ccc1OCc1ccc(Cl)cc1,-1.0,-10.8,10.1,4.5,-2.3,4.1,101.0,-0.2,-0.7,0.2
CS(=O)(=O)Nc1cccc(C2=NN(C(=O)c3ccccc3Cl)C(c3ccccc3O)C2)c1 (stereo unspecified),0.5,-0.3,2.3,-3.0,-1.1,14.7,92.0,-2.9,-2.3,0.0
O=C(NC1CCc2ccccc21)c1cc(COc2ccc(F)cc2Cl)on1 (stereo unspecified),3.1,-13.2,-6.7,0.9,0.9,-3.6,98.0,1.8,-0.1,0.1
Cc1nc(-c2ccc(Br)cc2)ccc1C(=O)O,-0.4,-7.4,-0.7,-1.3,-1.1,14.2,105.0,2.5,-6.3,0.4
COc1ccc(C(=O)NCCN2CCCC2)cc1[N+](=O)[O-],-1.5,3.4,8.9,-2.4,-2.7,3.4,96.0,0.6,2.7,0.0
N#Cc1c(NC(=O)CSc2nnc(-c3ccncc3)n2CC2CCCO2)sc2c1CCCC2 (stereo unspecified),-2.7,-4.8,0.5,1.4,1.5,2.8,96.0,17.7,-2.0,0.2
N#Cc1c(NC(=O)CSc2ccccn2)oc(-c2ccccc2)c1-c1ccccc1,-1.3,-5.0,-6.1,-1.5,-1.8,4.2,105.0,1.9,-5.4,0.9
COC(=O)[C@]1(C)CCC[C@@]2(C)C3CC[C@]4(OC(C)=O)C[C@@]3(CCC21)CC4=O (stereo partly specified),0.0,2.8,-0.5,-8.2,1.1,0.6,93.0,-0.5,-8.3,-0.1
NC(=O)C1(N2CCCCC2)CCN(c2nc(-c3ccccc3)cs2)CC1,-1.6,5.5,1.2,8.5,-1.2,8.5,98.0,-5.2,6.8,0.1
CCOc1ccc(N(Cc2cc3cc(C)ccc3[nH]c2=O)S(=O)(=O)c2ccccc2)cc1,-1.5,0.8,-6.1,24.7,-1.2,7.1,95.0,3.7,1.6,0.0
CCn1c(/N=C/c2ccccc2O)nc2ccccc21,-0.1,3.2,3.1,1.6,-2.1,-3.3,93.0,-1.3,7.8,-0.1
COc1ccc(OC)c(CCNC(=O)C(C)n2nc(C)c3c(C)n(-c4ccccc4)nc3c2=O)c1 (stereo unspecified),1.1,-17.8,-6.0,1.6,0.8,17.0,99.0,-4.0,-5.7,0.4
C[C@H](CO)N1C[C@H](C)[C@H](CN(C)Cc2cccc(F)c2)Oc2ncc(Br)cc2C1=O,-0.7,0.3,-14.7,-0.5,1.8,0.7,102.0,-4.4,1.9,-0.2
CCCN(CCC)c1nc(N(CCC)CCC)[nH]c(=O)n1,0.2,-2.9,4.7,-1.9,-1.6,6.7,102.0,-4.5,-7.9,0.1
COc1ccc(-c2csc(NC(=O)C3CCCCN3S(=O)(=O)c3ccccc3)n2)cc1 (stereo unspecified),0.4,-7.0,-0.6,3.9,-6.9,3.6,100.0,-21.1,2.0,0.9
COC(=O)c1ccc(C23CC4(C2)[C@H](CN(C)[C@@H]4c2ccccc2)C3c2ccccc2)cc1 (stereo partly specified),1.3,4.1,10.0,21.5,-4.8,4.3,98.0,-4.0,6.9,0.5
CCN(C(=O)CSc1nnc(Nc2ccc(OC)cc2)s1)C1CCS(=O)(=O)C1 (stereo unspecified),0.3,-11.1,-7.4,1.9,-2.2,6.4,98.0,6.7,-17.0,0.1
CC1CCCCC1NC(=O)c1cc(S(=O)(=O)N2CCOCC2)ccc1Cl (stereo unspecified),-2.5,5.9,-0.8,25.7,-0.9,4.5,94.0,8.2,-8.3,0.5
Nn1c(SCC(=O)NC2CCCCC2)nnc1-c1ccccc1,-1.0,1.4,-1.1,-0.6,2.4,-4.3,95.0,27.8,-12.1,-0.2
S=C(N/N=C/c1ccccc1Cl)Nc1cccc(Cl)c1Cl,5.0,-0.6,-5.3,-12.3,10.4,3.0,96.0,14.7,3.6,0.2

# An excerpt; the hit share may differ from the screen's.
